Screening results from PubChem.
LRH-1 inv ag: inverse agonists of human LRH-1 (NR5A2); 360,000 tested, 0.13% active; O00482; HEK293T StAR-luciferase reporter, LRH-1 transfected, 24 h; inhibition, % at 3.6 µM;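 active means inhibition above the mean inhibition of all tested compounds plus 3 SD, cut at about 73% in these data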;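 further: 0% = DMSO wells and 100% = reporter-only cells lacking LRH-1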
Target sequence (O00482 whole entry, looked up): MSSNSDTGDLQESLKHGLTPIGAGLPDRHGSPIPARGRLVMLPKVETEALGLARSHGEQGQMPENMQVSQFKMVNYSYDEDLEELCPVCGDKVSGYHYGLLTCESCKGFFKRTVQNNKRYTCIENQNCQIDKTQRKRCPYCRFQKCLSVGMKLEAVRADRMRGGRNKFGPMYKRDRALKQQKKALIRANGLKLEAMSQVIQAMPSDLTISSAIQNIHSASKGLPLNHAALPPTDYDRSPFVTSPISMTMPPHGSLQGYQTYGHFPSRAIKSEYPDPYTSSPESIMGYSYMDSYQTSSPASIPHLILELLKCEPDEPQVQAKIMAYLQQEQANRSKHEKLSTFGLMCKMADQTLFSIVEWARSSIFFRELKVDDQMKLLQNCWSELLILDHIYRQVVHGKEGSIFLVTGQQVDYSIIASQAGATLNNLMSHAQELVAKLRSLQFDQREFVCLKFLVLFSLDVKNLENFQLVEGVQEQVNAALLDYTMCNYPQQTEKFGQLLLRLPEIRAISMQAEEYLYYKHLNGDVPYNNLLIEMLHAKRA
SRC2 inh: inhibits human steroid receptor coactivator 2. HEK293 GAL4-SRC2 luciferase reporter, luminescence. inhibition, % at 9 µM. 370,000 tested, 0.17% active. AID 651957;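 active means inhibition above the mean inhibition of all tested compounds plus 3 SD, set per campaign, cut at about 52% in these data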;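 further: 0% = DMSO treated cells and 100% = cells given Gossypol at 36 µM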
KKLEB tox: counter-screen for CF NF-kB inhibitors: cytotoxicity. KKLEB CF airway cells viability, ATPlite luminescence, overnight; active compounds read low; cells stimulated with P. aeruginosa culture filtrate. activity change (cytotoxicity), % at 5 µM. 360,000 tested, 0.36% active. AID 602141;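 active means corrected activity change at or below -50% at 5 µM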
EBV LMP1 NFkB: inhibitors of Epstein-Barr LMP1-induced NF-kappaB reporter; LMP1-induced NF-kappaB luciferase reporter cells, luminescence; inhibition, % at 12.5 µM; 350,000 tested, 0.69% active; in the data active means inhibition above about 41%;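 further: 0% = neutral control wells and 100% = reference inhibitor control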
TWEAK-Fn14 inh: TWEAK-Fn14 signaling inhibition. TWEAK-stimulated Fn14 reporter cells, luciferase luminescence, 8 h. inhibition, % at 10 µM. 360,000 tested, 2% active. AID 1159606; in the data active means inhibition above about 50%
TROY NFkB inh: TROY signaling inhibition; Q293 LMP1-TROYcd NF-kB luciferase reporter, 4 h; inhibition, % at 10 µM; 360,000 tested, 0.98% active; AID 1347056;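 active means compounds whose plate-normalised and pattern-corrected inhibition of the luciferase reporter signal at the single screening dose is 50% or more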
COUP-TFII inh: blocks human COUP-TFII nuclear receptor; P24468; HEK293T NGFI-A luciferase reporter, luminescence; inhibition, % at 8.6 µM; 370,000 tested, 0.7% active;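 active means inhibition above a per-plate cutoff, mean inhibition of test wells between control levels plus 3 SD, cut at about 38% in these data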;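 further: cells cotransfected with COUP-TFII expression vector driving the NGFI-A reporter; 0% = median of COUP-TF2 test wells and 100% = reporter-only cells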
Target sequence (P24468 whole entry, looked up): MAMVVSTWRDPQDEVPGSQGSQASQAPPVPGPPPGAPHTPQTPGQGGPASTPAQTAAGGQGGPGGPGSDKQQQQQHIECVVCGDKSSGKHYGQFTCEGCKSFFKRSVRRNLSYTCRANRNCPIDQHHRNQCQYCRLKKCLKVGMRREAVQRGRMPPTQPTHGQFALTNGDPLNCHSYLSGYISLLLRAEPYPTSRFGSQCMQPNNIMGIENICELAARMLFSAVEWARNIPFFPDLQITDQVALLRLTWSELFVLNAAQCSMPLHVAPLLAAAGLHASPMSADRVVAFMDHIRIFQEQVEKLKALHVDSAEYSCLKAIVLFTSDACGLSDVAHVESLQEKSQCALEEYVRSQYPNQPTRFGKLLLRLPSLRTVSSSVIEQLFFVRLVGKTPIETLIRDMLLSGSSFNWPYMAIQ
SRC3 inh: inhibitors of human steroid receptor coactivator 3 (SRC3); Q9Y6Q9; HEK293 GAL4-SRC3 luciferase reporter, luminescence; inhibition, % at 3.6 µM; 360,000 tested, 0.17% active;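 active means inhibition above a per-campaign cutoff, the mean of all compounds plus 3 SD, cut at about 60% in these data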;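 further: 0% = DMSO-treated cells and 100% = gossypol-treated cells at 36 µM; higher means less SRC3-driven luciferase light from the GAL4 reporter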
CF NFkB block: inhibitors of cystic fibrosis induced NF-kB; KKLEB NF-kB-GFP reporter, PAF-induced, GFP fluorescence overnight; inhibition, % at 5 µM; 360,000 tested, 0.86% active;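 active means at least 50% inhibition at 5 µM, scaled per plate between neutral and stimulator controls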;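 further: PAF is a Pseudomonas aeruginosa culture filtrate used as stimulus; plate controls were PAF-stimulated DMSO wells for no effect and unstimulated DMSO wells for full effect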
NCOA1 inh: inhibitors of human steroid receptor coactivator 1 (SRC1); inhibition, % at 3.6 µM; 360,000 tested, 0.12% active; HEK293 GAL4-SRC1 luciferase reporter, luminescence; Q15788;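 active means inhibition above the campaign mean plus 3 SD, with each screening campaign given its own cutoff, cut at about 60% in these data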;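 further: 0% = DMSO treated cells and 100% = gossypol at 36 µM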
TRAIL sens C8: sensitizes caspase-8 expressing cells to TRAIL | AID 624354 | NB7+C8 cells + TRAIL, ATPlite viability luminescence | inhibition (viability loss, TRAIL sensitization), % at 10 µM | 360,000 tested, 1% active;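 active means compounds causing at least 50% loss of cell viability in the single-dose screen, relative to plate controls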
* = called active by the depositor; / = no result given.

SMILES | LRH-1 inv ag | SRC2 inh | KKLEB tox | EBV LMP1 NFkB | TWEAK-Fn14 inh | TROY NFkB inh | COUP-TFII inh | SRC3 inh | CF NFkB block | NCOA1 inh | TRAIL sens C8
COc1ccccc1N1C(=O)CCC1(C#N)c1ccccc1 (stereo not drawn) | -6 | 5 | -8 | -7 | 26 | 8 | 13 | -5 | 8 | -4 | -2
O=c1[nH]cc(-c2ccc(Br)cc2)n1Cc1ccccc1 | 8 | 26 | 3 | -5 | 7 | 9 | -8 | -6 | -1 | -12 | 9
Cc1ccc(NC(=O)Cc2nc(-c3c[nH]c(C(=O)N4CCCC4)c3)cs2)c(C)c1 | 14 | -5 | -8 | 16 | 9 | 19 | 3 | 9 | 14 | -21 | 2
Cc1ccc(N=C2NC(=O)/C(=C/C=C/c3ccco3)S2)cc1 | -16 | -18 | -28 | -27 | 22 | 2 | -6 | -7 | -10 | -15 | 0
O=C(COc1ccc2ccc(=O)oc2c1)Nc1nccs1 | -55 | -126 | 19 | 3 | 13 | -31 | -35 | -103 | -4 | -95 | -2
C#CCOCCOCCOCCNc1nc(N2CCN(C(=O)CCCCCCCCCCNC(=O)[C@H]([C@@H](C)CC)n3cc(CCCCN=C(N)N)nn3)CC2)nc(N2CCN(C(=O)CCCCCCCCCCNC(=O)[C@H](CO)n3cc(CCCCCN)nn3)CC2)n1 | -4 | / | 10 | 3 | 0 | 21 | / | -5 | 8 | -4 | 40
CC(=O)Nc1ccc2c(c1)nc(CCNC(=O)c1ccco1)n2C | -12 | 16 | 0 | 11 | 24 | -4 | 3 | -7 | -4 | -7 | -5
COc1ccccc1NC(=O)CN(Cc1ccco1)C(=O)c1ccc(-n2nc(C)cc2C)cc1 | 3 | -2 | -6 | 4 | 16 | -23 | 14 | 4 | -2 | 3 | -19
Cc1ccc(OCC(=O)NCCCNC(=O)COc2ccc(C)cc2)cc1 | 8 | 8 | 5 | 3 | 7 | -4 | 6 | 25 | -29 | 7 | 7
CCOC(=O)Cc1csc(NC(=O)c2ccc3c(c2)OCO3)n1 | 0 | 4 | 1 | -16 | 0 | 1 | -13 | -1 | 11 | -6 | -14
O=c1c2ccccc2c2ccccc2c(=O)n1Nc1ccccc1 | -1 | -14 | 2 | -5 | -12 | -35 | 9 | 9 | 8 | 1 | -9
Cc1nnc(-c2cnn(C)c2N)n1Cc1ccccc1F | -2 | -39 | -2 | 9 | -21 | -28 | 8 | -6 | -14 | -12 | -8
C/C(=N\Nc1ccc(Cl)c(C(=O)O)c1)c1ccc(N2CCOCC2)cc1 | -33 | -49 | -6 | -13 | -17 | -32 | -18 | -85 | 11 | -61 | 10
Cc1cc(C)cc(NC(=O)COC(=O)c2ccc(CN3CCCC3=O)cc2)c1 | 16 | -19 | 1 | -3 | -6 | -5 | 6 | 13 | 6 | -40 | -3
Cc1c(C(=O)N(C)Cc2cccc(F)c2)oc2c(Cl)cccc12 | -8 | 17 | 0 | -9 | 22 | 13 | -6 | 2 | 13 | 12 | 8
CCCN(C(=O)/C=C/c1nc2ccccc2s1)C1CCS(=O)(=O)C1 (stereo not drawn) | -2 | 10 | 11 | 2 | 4 | -3 | 8 | -12 | 0 | 11 | -12
O=C(Cc1ccc([N+](=O)[O-])cc1)Nc1nnc(C2CC2)s1 | 1 | -12 | -1 | 8 | -12 | 4 | -4 | 22 | 10 | 11 | -1
O=C(N/N=C/c1ccc(OC(=O)c2ccccc2)cc1)c1cccc(O)c1 | -7 | -82 | 2 | -4 | -46 | 22 | -36 | -14 | 1 | -9 | 13
O=C1/C(=C/c2cccnc2)SC(=S)N1c1ccc(O)cc1 | 13 | -15 | -10 | -1 | 60* | 29 | 3 | 19 | 21 | -6 | 2
CN(C(=O)c1cccc(OC2CCN(S(=O)(=O)N(C)C)CC2)c1)C1CCOC1 (stereo not drawn) | -3 | -18 | 0 | -2 | -26 | -54 | -16 | -36 | 3 | -23 | -5
CC12CCC(C(=O)N(CCCCN3CCN(c4ccccn4)CC3)C1=O)C2(C)C (stereo not drawn) | 13 | 2 | 3 | -10 | -12 | 19 | 14 | -6 | 2 | -5 | -16
O=C(O)c1cc(S(=O)(=O)N(Cc2ccccc2)c2ccc(Cl)cc2)ccc1Cl | 2 | -9 | 8 | 3 | 48 | 12 | -14 | -14 | -11 | -25 | -38
COCCn1c(C)cc(C(=O)CSc2ccc(NC(C)=O)cc2)c1C | -1 | -19 | 0 | -6 | -2 | -11 | -13 | -13 | 4 | -9 | 7
O=C(NCCN1C(=O)S/C(=C\c2ccccc2F)C1=O)C1CC(=O)N(Cc2ccccc2)C1 (stereo not drawn) | -19 | -10 | -1 | -5 | 6 | 0 | -10 | 8 | -4 | -3 | -1
O=C(O)C1=C(C(=O)O)C2C=CC1C2 | -4 | 8 | -9 | 0 | 6 | -7 | -9 | -37 | -13 | -5 | 13
Cc1ccc(OCC(=O)NC(=S)Nc2ccc(Br)cn2)cc1 | -1 | -24 | -4 | 4 | -14 | -3 | 2 | 26 | -3 | -1 | 0
O=C(NCc1cccnc1)C(=O)Nc1cc2c3c(c1)CC(=O)N3CCC2 | 4 | / | 8 | -2 | -6 | 15 | / | -4 | 8 | -18 | -12
CCn1c(CNc2ccc(F)cc2)nnc1SCC(=O)Nc1ccc(OC)cc1OC | -3 | 10 | -5 | -3 | 6 | -7 | 5 | 12 | 11 | 1 | -9
COc1ccc(CC(=O)NC(C)c2nnc(SCCC(=O)Nc3ccccc3)n2C)cc1 (stereo not drawn) | 11 | 7 | 0 | 1 | 1 | 10 | -7 | 14 | 10 | 9 | -3
CCCCCC(=O)N1C[C@@H](O)[C@H](n2cc(COC(=O)c3ccccc3)nn2)C[C@@H]1c1ccc(C)cc1 | -1 | -4 | -10 | 1 | -13 | -7 | 19 | 7 | 8 | 0 | 5

Taken from above:
COc1ccc(CC(=O)NC(C)c2nnc(SCCC(=O)Nc3ccccc3)n2C)cc1 (stereo not drawn) | TRAIL sens C8 = -3
O=C(N/N=C/c1ccc(OC(=O)c2ccccc2)cc1)c1cccc(O)c1 | COUP-TFII inh = -36

(more compounds)
SMILES | LRH-1 inv ag | SRC2 inh | KKLEB tox | EBV LMP1 NFkB | TWEAK-Fn14 inh | TROY NFkB inh | COUP-TFII inh | SRC3 inh | CF NFkB block | NCOA1 inh | TRAIL sens C8
CC(C)(C)NC(=O)CN(C(=O)CCC(=O)Nc1nccs1)c1cccc(C(F)(F)F)c1 | 11 | 1 | -1 | 5 | -13 | -2 | 3 | 10 | -11 | 4 | -4
CCc1ccc(-c2nc(NC(=O)c3ccc(OCC(=O)Nc4ccc(F)cc4)c(OC)c3)sc2C)cc1 | -6 | -10 | 0 | -8 | -33 | -5 | -1 | 17 | -12 | -16 | 10
CCc1cc2c(=O)c(-c3nc4ccccc4n3C)c(COCC(=O)O)oc2cc1O | 6 | 6 | -22 | -10 | 6 | -4 | -8 | 13 | 10 | -6 | -11
O=C(CNC(=O)c1ccc(N2C(=O)c3ccccc3C2=O)cc1)OCC(=O)c1ccc(Cl)cc1 | -3 | 34 | -8 | -5 | -39 | -15 | -3 | 7 | -4 | 4 | 0
COc1ccc(S(=O)(=O)N2CCNC(=O)CC2)cc1 | 3 | -28 | 17 | 3 | -4 | 4 | 12 | -11 | -4 | -2 | -12
O=C(CSc1ncccn1)NC(=O)Nc1ccc2c(c1)OCCO2 | 6 | -24 | 0 | -8 | -21 | -10 | -29 | -10 | 2 | -24 | 28
CCCCNc1nnc(CCn2nc(C)c(Br)c2C)s1 | -5 | -4 | 1 | -4 | 4 | -7 | -18 | -1 | 2 | 12 | 24
O=C(CC1C(=O)NCCN1C(=O)Nc1ccccc1)Nc1cc(Cl)cc(Cl)c1 (stereo not drawn) | -19 | 13 | -10 | 0 | -4 | 12 | -17 | 11 | 3 | 10 | -2
COc1ccccc1NC(=O)N1CCCC1C(=O)NCc1ccc2c(c1)OCO2 (stereo not drawn) | 11 | -45 | -4 | 2 | 11 | 1 | -1 | 8 | 0 | 2 | -15
Cc1cccc2sc(NC(=O)C3CC3)nc12 | -35 | -7 | -5 | -8 | -5 | -19 | -12 | -13 | 6 | -37 | 6
CCc1nn(CCCC(=O)N2CCN(c3ccc(OC)cc3)CC2)c(=O)c2cc3occc3n12 | -13 | 11 | 2 | 12 | -34 | -11 | -15 | 9 | -8 | -23 | -1
Fc1ccc(CNc2nc3ccccc3n3cnnc23)cc1 | 8 | -1 | -9 | 5 | -34 | 7 | 6 | 9 | -6 | 3 | -22
CCCCNC(=S)Nc1ccccc1F | 0 | -8 | -2 | -3 | -7 | -1 | -8 | -26 | 3 | -1 | 0
Cc1ccc(C(=O)Nc2ccccc2OC(F)F)cc1 | -49 | -19 | 0 | 0 | -21 | -44 | -22 | -60 | 5 | -36 | 17
Cc1ccc(CC(=O)Nc2nc3c(s2)CCCC3)cc1 | -26 | -41 | 6 | 8 | -75 | -8 | -77 | -126 | 3 | -79 | 5
CC1(C)CC(=O)C2=C(C1)c1c(ccc3ncccc13)NC2c1cccs1 (stereo not drawn) | 6 | -22 | -13 | 6 | 23 | 21 | -37 | -2 | 4 | -6 | -9
CC(O)[C@H]1CNCCN1CCc1cccc2ccccc12 (stereo partly drawn) | 2 | 10 | 5 | 1 | -4 | -8 | -19 | -8 | -1 | 9 | 17
CCc1nnc(NC(=O)CSc2nnc(Cc3ccccc3)n2-c2ccccc2)s1 | 9 | -27 | 0 | 8 | -2 | 7 | -12 | 0 | -9 | 5 | -6
CC(C)OCCCNC(=O)C1CCC(=O)N1C(C)C (stereo not drawn) | 0 | 0 | -14 | -3 | 18 | -3 | 5 | -6 | -1 | -18 | -7
COc1ccc(/C=C(\NC(=O)c2ccc(C)cc2)C(=O)NCCCN2CCOCC2)cc1OC | -8 | 7 | 9 | -6 | 30 | 7 | -20 | -4 | -5 | -3 | -2
Cc1cccc(Nc2ccccc2C(=O)OCC(=O)NCc2ccco2)c1C | 2 | 20 | 11 | -3 | 10 | 11 | 3 | -2 | -16 | -27 | -11
Cc1[nH]n(S(=O)(=O)Cc2ccccc2)c(=O)c1N=Nc1ccccc1Cl | 33 | -10 | -1 | 7 | 7 | -8 | 6 | 14 | -2 | -20 | 40
CCOc1c(C=C(C#N)C#N)c2ccccc2n1CC | 4 | 6 | -10 | 3 | 19 | -1 | 4 | -3 | 9 | 4 | -13
COc1ccc(CNC(=O)c2cc(S(=O)(=O)N3CCCCC3)ccc2N2CCOCC2)cc1OC | -2 | -23 | -3 | 3 | 2 | 13 | 7 | -3 | 12 | -7 | -5
COc1cc2oc(=O)cc(-c3ccc(-c4ccc(C(F)(F)F)cc4)cc3)c2c(OC)c1OC | -11 | / | -4 | 5 | -17 | 9 | / | -4 | 20 | -9 | 7
Cc1nnc(SC(C(=O)c2ccccc2)c2ccccc2)[nH]c1=O (stereo not drawn) | 12 | -6 | -4 | -3 | -5 | 15 | -6 | 17 | 3 | -2 | 5
